M5 antag – CHRM5 antagonism in calcium assay; CHO-hM5 cells, Fluo-8 calcium fluorescence, ACh EC80; inhibition, % at 3 µM; 360,000 tested, 0.59% active; AID 624040;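 active = inhibition above a per-plate cutoff, the mean of that plate's test compounds plus 3 SD, cut at about 27% in these data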;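 note: 0% = acetylcholine EC80 with DMSO and 100% = DMSO without agonist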
Target sequence (P08912 whole entry, looked up): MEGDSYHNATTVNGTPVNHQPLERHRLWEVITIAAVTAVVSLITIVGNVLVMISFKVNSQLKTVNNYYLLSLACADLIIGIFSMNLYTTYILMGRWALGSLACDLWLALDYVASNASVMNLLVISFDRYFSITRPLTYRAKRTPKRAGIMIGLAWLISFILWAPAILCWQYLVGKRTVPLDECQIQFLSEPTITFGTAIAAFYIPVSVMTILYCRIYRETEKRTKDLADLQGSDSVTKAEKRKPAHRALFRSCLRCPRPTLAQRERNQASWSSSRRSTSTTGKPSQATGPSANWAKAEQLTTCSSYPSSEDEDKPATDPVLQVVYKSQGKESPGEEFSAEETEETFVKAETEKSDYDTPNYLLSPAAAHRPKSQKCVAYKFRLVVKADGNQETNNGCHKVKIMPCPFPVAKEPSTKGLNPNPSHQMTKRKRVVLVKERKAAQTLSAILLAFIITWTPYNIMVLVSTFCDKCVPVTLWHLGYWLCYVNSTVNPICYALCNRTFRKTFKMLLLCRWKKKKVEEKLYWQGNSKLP
CHRM5 agonist – CHRM5 agonism in calcium assay; P08912; CHO-K1 hM5 cells, Fluo-8 calcium fluorescence; 0% DMSO wells, 100% maximal acetylcholine response; activation, % at 3 µM; 360,000 tested, 0.19% active;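 active = activation above the run's mean over test compounds plus 3 SD, cut at about 23% in these data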;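 note: signal is peak over basal fluorescence ratio across the kinetic read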
CHRM4 PAM – positive allosteric modulators of human muscarinic M4 receptor; activation, % at 3 µM; CHO-K1 hM4/Gqi5, Fluo-8 calcium fluorescence, ACh EC20; 0% = ACh EC20, 100% = maximal ACh; AID 624126; P08173; 360,000 tested, 0.4% active;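 active = activation above its plate's cutoff, the mean activation of sample wells plus 3 SD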; note: some results filed as inactive read as strong as hits
Target sequence (P08173 whole entry, looked up): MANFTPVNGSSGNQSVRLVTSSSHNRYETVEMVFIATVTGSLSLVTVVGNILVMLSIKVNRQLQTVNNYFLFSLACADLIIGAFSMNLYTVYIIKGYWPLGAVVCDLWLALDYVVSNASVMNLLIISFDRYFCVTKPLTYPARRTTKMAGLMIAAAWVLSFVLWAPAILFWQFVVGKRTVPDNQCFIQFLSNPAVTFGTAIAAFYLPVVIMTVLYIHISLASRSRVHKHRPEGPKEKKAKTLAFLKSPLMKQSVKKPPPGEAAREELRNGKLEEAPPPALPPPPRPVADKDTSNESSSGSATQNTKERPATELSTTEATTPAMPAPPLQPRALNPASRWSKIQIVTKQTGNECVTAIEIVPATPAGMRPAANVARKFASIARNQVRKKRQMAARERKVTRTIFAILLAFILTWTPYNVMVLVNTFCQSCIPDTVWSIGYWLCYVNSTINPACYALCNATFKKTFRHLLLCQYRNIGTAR
M1 ag parental – M1 agonist counterscreen hit in parental CHO-K1 cells; 360,000 tested, 0.48% active; activation, % at 3 µM; Fluo-8 calcium fluorescence; scaled to maximal ATP response, vehicle zero; in the data active = activation above about 15%;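 note: untransfected CHO-K1 host cells lacking M1 receptor as counterscreen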
CHRM5 PAM – CHRM5 positive allosteric modulation. P08912. CHO-K1 hM5, Fluo-8 calcium, ACh EC20 PAM; 0% = ACh EC20, 100% = ACh EC100. activation, % at 3 µM. 360,000 tested, 0.3% active. AID 624038;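 active = activation above the run cutoff, the mean activation of all test compounds plus 3 SD, cut at about 18% in these data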
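Measured by: Fluo-8 calcium fluorescence; material: human M5 receptor in CHO-K1 cells; schedule: Post-acetylcholine fluorescence recording 140 s; benchmarks: low control EC20 acetylcholine (0%), high control EC100 acetylcholine (100%); read-out: Max/basal fluorescence ratio as % of EC20–EC100 ACh window; compound: single dose, 3 µM nominal final test concentration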
M1 PAM parental – counter-screen for M1 PAMs: effect in parental CHO-K1 cells | activation, % at 3 µM | 360,000 tested, 0.02% active | ATP EC20, Fluo-8 calcium fluorescence; 0% at ATP EC20, 100% at ATP max;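 active = activation above the run cutoff, the mean activation of all test compounds plus 3 SD, cut at about 40% in these data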;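 note: peak over basal fluorescence ratio in a 140 s read after ATP addition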
CHRM4 agonist – CHRM4 agonism in calcium assay. P08173. activation, % at 3 µM. 360,000 tested, 0.14% active. CHO-K1 hM4/Gqi5, Fluo-8 calcium fluorescence; vehicle 0%, full acetylcholine response 100%. AID 624127;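 active = activation above the run mean over all test wells plus 3 SD, cut at about 32% in these data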;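 note: peak over basal fluorescence ratio per well then scaled between controls; 0% = DMSO wells and 100% = acetylcholine at EC100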
CHO-K1 Ca antag – nonselective inhibitor or artifact in parental CHO-K1 cells. AID 602250. ATP-induced calcium, Fluo-8 fluorescence. inhibition, % at 3 µM. 360,000 tested, 0.6% active;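 active = inhibition above a per-plate cutoff, the plate's mean sample inhibition plus 3 SD, cut at about 24% in these data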;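 note: 0% = DMSO plus EC80 ATP and 100% = DMSO alone without ATP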
M4 antag – blocks acetylcholine activation of human M4 receptor. P08173. CHO-hM4 cells, ACh EC80, Fluo-8 calcium fluorescence. inhibition, % at 3 µM. 360,000 tested, 0.73% active;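 active = inhibition above its plate's cutoff, the mean inhibition of sample wells plus 3 SD, cut at about 27% in these data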;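 note: 0% = acetylcholine EC80 with DMSO and 100% = DMSO without agonist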
Active calls of the source: *.

1	CC1=C(C(N)=O)C(c2ccc(Br)cc2)n2ncnc2N1 (centres undefined)
2	Cc1cc(F)ccc1NC(=O)C1CCN(C(=O)Nc2ccccc2)CC1
3	CCN(C(=O)CSc1nc(-c2ccccc2)c(-c2ccccc2)[nH]1)C1CCS(=O)(=O)C1 (centres undefined)
4	Cc1ccccc1C(=O)NC1CCN(CC(=O)Nc2nccs2)CC1
5	CC1CCN(S(=O)(=O)c2ccc3c(c2)N(CC(=O)NCc2cccnc2)C(=O)CS3)CC1
6	Cc1ccc(NS(=O)(=O)c2c(C)[nH]c(=O)[nH]c2=O)cc1C
7	CCOCC(=O)Nc1cc(C(F)(F)F)ccc1Oc1cccc(Br)c1
8	COCCOC(=O)c1nccnc1C(=O)Nc1ccc(S(=O)(=O)N2CCOCC2)cc1
9	COc1ccccc1NC(=O)c1cccs1
10	COc1ccc(C)cc1NC(=O)NC(C)c1ccncc1 (centres undefined)
screen / no.,1,2,3,4,5,6,7,8,9,10
M5 antag,-2,6,0,6,6,-1,7,7,0,-7
M1 PAM parental,18,-18,12,17,19,7,0,13,11,12
CHRM5 PAM,4,-5,7,0,-3,0,-14,-7,-4,0
M4 antag,-1,7,8,-4,2,-1,18,0,4,-5
CHRM5 agonist,-2,4,-2,-3,-8,-2,-5,2,5,1
CHRM4 agonist,1,1,0,0,1,0,-2,0,0,1
CHRM4 PAM,2,2,6,2,-3,-1,-15,-3,1,2
CHO-K1 Ca antag,-4,0,-6,0,-8,-16,2,-10,-13,-6
M1 ag parental,0.9,0.2,0.2,0.3,-0.1,0.5,8.1,1.3,0.2,0.3

11	COc1ccccc1CCNS(=O)(=O)CCNC(=O)c1ccccc1
12	Cc1ccc(NC(=S)N(CCCN2CCCC2)Cc2cccn2Cc2ccc(Cl)cc2)cc1Cl
13	CN(CC(=O)NNC(=O)Cc1ccccc1F)S(=O)(=O)c1ccc(Cl)cc1
14	COc1ccc2c(c1)C(=O)N(c1ccccc1C)C(=O)C2(C)C
15	COc1ccc(C(=O)N/N=C/c2ccc(OC)c(CN3CCc4cc(OC)c(OC)cc4C3C)c2)cc1 (centres undefined)
16	O=C(CN1CCN(c2ccccc2)CC1)Nc1ccccc1C(F)(F)F
17	Cc1ccc(S(=O)(=O)N2CCC(C(=O)NNS(=O)(=O)c3ccc(Cl)cc3)CC2)cc1
18	CCOc1cc(C2C(C(=O)O)c3cc(OCC)c(OCC)cc3C(=O)N2C)ccc1O (centres undefined)
19	CCOc1ccc(NC(=O)CN(C)C(=O)c2cccnc2Sc2ccc(Cl)cc2)cc1OCC
20	Cc1cc(C(=O)NCCCC(=O)O)c(C)o1
screen / no.,11,12,13,14,15,16,17,18,19,20
M5 antag,-5,-5,7,2,0,-8,-3,-7,8,3
M1 PAM parental,6,16,-17,14,10,0,0,9,-18,3
CHRM5 PAM,4,11,0,2,1,1,-7,4,0,1
M4 antag,-5,-7,0,-1,-12,6,-2,-15,-9,-5
CHRM5 agonist,-1,-9,-2,1,-5,-1,-2,0,-2,-1
CHRM4 agonist,2,3,1,1,1,1,1,0,5,0
CHRM4 PAM,5,-9,0,-5,3,-7,11,4,1,7
CHO-K1 Ca antag,-12,-14,7,0,-7,-5,-2,-9,-9,-11
M1 ag parental,1.2,0.6,0.5,0.3,0.7,2.7,0.1,0.5,1.6,0.2

21	COc1ccc(CNS(=O)(=O)c2ccc(N3CCCC3)cc2Br)cc1
22	COc1ccc(OC)c(NC(=O)NCCc2cccc(Cl)c2)c1
23	NC1=NC2=C(CCCC2)C2(CCCCC2)S1
24	Cc1cc(NC(=O)COC(=O)c2cccc(O)c2)no1
25	O=C(O)Cc1cn(Cc2cccc(Cl)c2)c2ccccc12
26	O=C1NC(Cc2ccccc2)c2nc3cc(F)c(F)cc3c(=O)n2-c2cc3ccccc3cc21 (centres undefined)
27	COc1cc(C(=O)Nc2ccc3c(c2)N(C(=O)CN2CCN(C)CC2)c2ccccc2CC3)cc(OC)c1OC
28	O=C(NCCc1cccs1)Nc1ccc2nc([C@@H]3O[C@H](CO)[C@@H](O)[C@H]3O)[nH]c2c1
29	Cc1ccc(NC(=O)C(Nc2ccccc2)c2ccccc2)cc1 (centres undefined)
30	Cc1c(C(=O)NCCCN2CCCC2=O)oc2ccccc12
screen / no.,21,22,23,24,25,26,27,28,29,30
M5 antag,8,2,5,3,4,3,1,-1,-2,-3
M1 PAM parental,7,-2,23,23,1,-6,15,22,17,12
CHRM5 PAM,0,0,-1,7,2,-11,12,2,-4,2
M4 antag,-7,-20,-2,-6,-2,-4,-3,-16,-8,-4
CHRM5 agonist,1,-11,-2,2,-2,-1,-11,0,-1,0
CHRM4 agonist,6,3,2,2,3,5,0,1,0,0
CHRM4 PAM,0,4,-8,9,26*,-4,3,9,6,5
CHO-K1 Ca antag,-9,-15,-17,-15,3,7,-9,-9,1,-7
M1 ag parental,2.8,0.7,5.3,1.3,-0.2,0.5,0.5,0.3,1.4,0.3

In the list so far, these have two or more sulfur atoms.
3	CCN(C(=O)CSc1nc(-c2ccccc2)c(-c2ccccc2)[nH]1)C1CCS(=O)(=O)C1 (centres undefined)
5	CC1CCN(S(=O)(=O)c2ccc3c(c2)N(CC(=O)NCc2cccnc2)C(=O)CS3)CC1
17	Cc1ccc(S(=O)(=O)N2CCC(C(=O)NNS(=O)(=O)c3ccc(Cl)cc3)CC2)cc1
screen / no.,3,5,17
M5 antag,0,6,-3
M1 PAM parental,12,19,0
CHRM5 PAM,7,-3,-7
M4 antag,8,2,-2
CHRM5 agonist,-2,-8,-2
CHRM4 agonist,0,1,1
CHRM4 PAM,6,-3,11
CHO-K1 Ca antag,-6,-8,-2
M1 ag parental,0.2,-0.1,0.1

More structures follow:
31	Cc1ccc(/C=N/NC(=O)C2CC(=O)N(c3ccccc3)C2)s1 (centres undefined)
32	COc1ccc(-n2nc(C(=O)NCC(=O)N3CCN(c4ccccn4)CC3)c3ccccc3c2=O)cc1OC
33	O=C(Nc1nc2ccccc2s1)C1CCCN1S(=O)(=O)c1ccc(Cl)cc1 (centres undefined)
34	CCOC(=O)c1sc(NC(=O)CC)nc1C
35	C/C(=N\NC(=O)C(=O)Nc1cccc(Cl)c1)c1ccncc1
36	CC(=O)c1cccc(NC(=S)Nc2ccc(F)cc2)c1
37	CCOC(=O)c1ccc(NC(=O)NC2CC3CCC(C2)N3C(=S)NC)cc1 (centres undefined)
38	COC(=O)Cn1nc(-c2ccccc2)n(-c2ccccc2)c1=S
39	CCN(CC(=O)NCc1cccs1)S(=O)(=O)c1ccc(F)c(F)c1F
40	COc1cc(C2c3sc(=O)[nH]c3SC3C4CCC(C4)C23)ccc1O (centres undefined)
screen / no.,31,32,33,34,35,36,37,38,39,40
M5 antag,11,19,5,-2,1,3,0,0,-1,-4
M1 PAM parental,13,-12,16,13,19,0,-7,0,-18,14
CHRM5 PAM,-12,-23,2,-6,2,-5,3,-5,-2,6
M4 antag,-7,9,7,1,-4,7,2,5,3,3
CHRM5 agonist,0,1,-2,-2,2,1,-3,-4,2,-2
CHRM4 agonist,11,12,1,0,4,2,1,1,0,0
CHRM4 PAM,-6,-12,-3,-2,-1,1,4,-5,8,6
CHO-K1 Ca antag,5,8,0,0,-12,3,-4,3,6,-4
M1 ag parental,3.8,5.1,0.2,0.1,5.8,0.6,0.6,-0.1,0.1,0.2

41	CCN1CCN(CC(=O)c2c[nH]c3ccc(C)cc23)CC1
42	COc1ccc(Cl)cc1NC(=O)CN(C)C(=O)COc1ccccc1F
43	NC(=O)C1=C[C@H](c2ccc(Br)cc2)C[C@H](OCc2ccc(CO)cc2)O1
44	O=C(c1ccco1)N1CCN(C(c2ccccn2)c2nnnn2C2CCCC2)CC1 (centres undefined)
45	Cc1cccc(C(=O)OCC(=O)Nc2ccc(F)cc2)c1
46	COCCn1c(SCC(=O)N2CCCc3ccccc32)nnc1-c1ccco1
47	COc1cccc(CNCCSc2nnnn2C)c1OC
48	CCOC(=O)N1CCN(C(=O)CCSCCc2ccncc2)CC1
49	COc1cccc(-c2nnc(SCC(=O)N3CCCc4ccccc43)o2)c1
50	O=C(CCn1cccc1)Nc1cc(F)ccc1F
screen / no.,41,42,43,44,45,46,47,48,49,50
M5 antag,8,0,10,4,8,-1,-8,-3,3,2
M1 PAM parental,17,5,4,-10,6,25,18,-7,14,16
CHRM5 PAM,-2,-3,2,1,2,2,5,1,4,3
M4 antag,-1,-13,-1,1,10,2,-5,0,-4,3
CHRM5 agonist,-1,-5,-3,0,-2,-1,-2,3,-5,0
CHRM4 agonist,0,2,4,0,4,0,0,3,3,1
CHRM4 PAM,7,10,-1,5,-8,4,9,7,1,2
CHO-K1 Ca antag,-11,-12,-9,4,-5,-11,-12,14,-7,-8
M1 ag parental,0.5,0.9,1.2,0.0,3.4,0.5,0.1,0.0,0.9,0.3

Profiles from above. Screens in order: M5 antag, M1 PAM parental, CHRM5 PAM, M4 antag, CHRM5 agonist, CHRM4 agonist, CHRM4 PAM, CHO-K1 Ca antag, M1 ag parental
COc1cccc(CNCCSc2nnnn2C)c1OC as listed: -8, 18, 5, -5, -2, 0, 9, -12, 0.1
COc1ccc(Cl)cc1NC(=O)CN(C)C(=O)COc1ccccc1F as listed: 0, 5, -3, -13, -5, 2, 10, -12, 0.9
O=C(c1ccco1)N1CCN(C(c2ccccn2)c2nnnn2C2CCCC2)CC1 (centres undefined) as listed: 4, -10, 1, 1, 0, 0, 5, 4, 0.0
CCOC(=O)N1CCN(C(=O)CCSCCc2ccncc2)CC1 as listed: -3, -7, 1, 0, 3, 3, 7, 14, 0.0

Returning to the listing with the 2 entries that preceded the break.
49	COc1cccc(-c2nnc(SCC(=O)N3CCCc4ccccc43)o2)c1
50	O=C(CCn1cccc1)Nc1cc(F)ccc1F
51	C=CCN(C(=O)CSc1nc2c(sc3ccccc32)c(=O)n1CCN(CC)CC)c1ccccc1
52	Cc1ccccc1NC(=O)NCCN1C(=O)C2C3C=CC(C3)C2C1=O (centres undefined)
53	COc1ccc(CNC(=O)C2CCN(C(=O)c3ccc(F)cc3)CC2)cc1OC
54	CCC(C)NC(=O)c1cc(-c2ccccc2O)on1 (centres undefined)
55	Cc1ccc(NS(=O)(=O)c2ccc3[nH]c(=O)[nH]c3c2)cc1
56	CN1C(=O)c2ccccc2Sc2ccc(NC(=O)N3CCOCC3)cc21
57	Cc1ccc(S(=O)(=O)Nc2nc3ccccc3nc2N2CCc3ccccc3C2)cc1
screen / no.,49,50,51,52,53,54,55,56,57
M5 antag,3,2,1,14,14,-5,8,-8,7
M1 PAM parental,14,16,24,-8,2,5,-11,-9,14
CHRM5 PAM,4,3,3,-10,-2,-2,-1,12,-8
M4 antag,-4,3,1,-17,8,-3,1,-10,-10
CHRM5 agonist,-5,0,-11,1,1,-1,-6,1,-2
CHRM4 agonist,3,1,0,1,0,0,1,2,1
CHRM4 PAM,1,2,-10,6,0,-2,0,7,-6
CHO-K1 Ca antag,-7,-8,-15,-7,-1,-3,-3,-10,-9
M1 ag parental,0.9,0.3,1.0,0.3,-0.1,-0.2,-0.4,1.2,0.4

Screens as filed in PubChem.

No enrichment for hits. About 2.7% of those tested had a hit in this group.
